High-throughput results from PubChem.
PRMT1 inh: blocks human protein arginine methyltransferase 1. actives 1.3% (n = 370,000). recombinant PRMT1, activity-based probe fluorescence polarization. inhibition, % at 2.79 µM;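 active means inhibition above about 21% made by adding two undisclosed values, limit read from the data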
Target sequence (Q99873 whole entry, looked up): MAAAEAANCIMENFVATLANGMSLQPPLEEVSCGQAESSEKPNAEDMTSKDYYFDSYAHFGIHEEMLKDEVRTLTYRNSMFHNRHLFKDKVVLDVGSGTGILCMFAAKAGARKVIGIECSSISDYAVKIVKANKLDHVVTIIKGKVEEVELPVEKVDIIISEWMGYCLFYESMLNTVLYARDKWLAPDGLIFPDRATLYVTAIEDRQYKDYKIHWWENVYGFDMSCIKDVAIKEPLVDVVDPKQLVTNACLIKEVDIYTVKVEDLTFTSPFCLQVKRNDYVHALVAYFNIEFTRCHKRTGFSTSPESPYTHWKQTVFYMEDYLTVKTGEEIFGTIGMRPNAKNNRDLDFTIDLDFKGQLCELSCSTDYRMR
PG9 binder: small molecules binding HIV-1 gp120 antibody PG9; TR-FRET gp120-PG9 antibody binding; actives 0.43% (n = 360,000); inhibition, % at 6.7 µM; in the data active means inhibition above about 8.5%
Rev-erbA mod: modulates human Rev-erb alpha binding to DNA; Rev-erbα–FITC-DNA binding, fluorescence polarization, 90 min; activity, % at 10 µM; actives 0.79% (n = 370,000); P20393; AID 1259318;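 active means activity above about 14%, limit read from the data; passing the limit was not always enough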;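 further: 0% = DMSO wells with 35 nM protein and 100% = DMSO wells with 750 nM protein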
UHRF1 MBD2 ctr: UHRF1 methyl-DNA binding inhibition. AID 687016. UHRF1 binding to methylated oligo, TR-FRET. actives 0.75% (n = 370,000). inhibition, % at 4.4 µM; in the data active means inhibition above about 21%;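 further: UHRF1 SRA domain binding a hemimethylated CpG hairpin DNA probe; 0% = median of test compound wells and 100% = reference inhibitor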
HTRA1 inh: blocks human HTRA1 serine peptidase; Q92743; inhibition, % at 5.96 µM; recombinant HTRA1, FP-rhodamine activity-based probe, fluorescence polarization; actives 0.5% (n = 340,000); in the data active means inhibition above about 36%;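 further: 0% = enzyme with DMSO and 100% = wells lacking enzyme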
LEDGF integ inh: blocks HIV-1 LEDGF/p75-dependent DNA integration. TR-FRET IN-LEDGF/p75 DNA integration, Eu/Cy5. actives 0.64% (n = 370,000). inhibition, % at 3.7 µM;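 active means inhibition above the screen-wide mean plus 3 SD, cut at about 13% in these data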;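 further: signal is the Cy5 over europium emission ratio at 671 and 618 nm; 0% = plate median of compound wells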
rCAG RNA binder: molecules binding r(CAG) RNA repeats | r(CAG) RNA repeat, TO-PRO-1 dye displacement fluorescence | inhibition, % at 3 µM | actives 1.3% (n = 370,000) | AID 651821;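 active means inhibition above the plate cutoff, the mean of all test compounds on that plate plus 3 SD, cut at about 35% in these data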;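 further: 0% = DMSO alone and 100% = 100 µM mitoxantrone as full dye displacement; higher means more dye released from RNA so lower well fluorescence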
mABHD4 FP: ABHD4 (mouse) inhibition, primary FP screen; Q8VD66; purified mABHD4, FP-Rh probe fluorescence polarization; inhibition, % at 8.92 µM; actives 0.54% (n = 370,000); AID 720543;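 active means inhibition exceeding the mean over every tested compound plus 3 SD, cut at about 30% in these data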;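 further: 0% = plate median of compound wells and 100% = S159A mutant with DMSO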
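assay system = mABHD4 protein | compound dosing = single nominal dose of 8.92 µM, 0.89% DMSO final | read-out basis = percent inhibition of probe binding, normalized to plate controls | schedule = Enzyme–compound pre-incubation 45 min, then probe 60 min, both 25 °C | detection = fluorescence polarization, excitation 525 nm, emission 598 nm, BODIPY TMR filters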
TCR CD3 inh: inhibitors of human TCR-CD3 interaction | TAMRA-labeled TCR probe fluorescence, biochemical | actives 0.37% (n = 360,000) | inhibition, % at 9.4 µM | AID 651800; in the data active means inhibition above about 19%;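 further: recombinant mutant TCR 2C K166C tagged with TAMRA read by polarization; 0% = receptor in buffer alone and 100% = receptor with positive control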
MBD2 inh: inhibitors of human MBD2 binding to methylated oligonucleotide. AID 686964. inhibition, % at 4.4 µM. Q9UBB5. TR-FRET. actives 0.31% (n = 370,000); in the data active means inhibition above about 13%
Target sequence (Q9UBB5 whole entry, looked up): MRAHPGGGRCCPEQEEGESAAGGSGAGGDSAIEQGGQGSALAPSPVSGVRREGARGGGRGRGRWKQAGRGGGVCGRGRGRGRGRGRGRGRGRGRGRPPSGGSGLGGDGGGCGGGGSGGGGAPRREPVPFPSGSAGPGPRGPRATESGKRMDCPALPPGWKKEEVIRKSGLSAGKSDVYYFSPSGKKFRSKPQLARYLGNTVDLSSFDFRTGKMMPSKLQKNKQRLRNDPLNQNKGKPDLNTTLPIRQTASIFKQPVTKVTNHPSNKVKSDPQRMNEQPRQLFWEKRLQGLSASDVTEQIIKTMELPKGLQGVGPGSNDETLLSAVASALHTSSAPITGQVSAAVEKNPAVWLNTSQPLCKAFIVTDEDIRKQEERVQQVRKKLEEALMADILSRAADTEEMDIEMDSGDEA
* hit, by the source's call; . = not tested or not shown; & = joins results of further samples.

Each structure is followed by: PRMT1 inh, PG9 binder, Rev-erbA mod, UHRF1 MBD2 ctr, HTRA1 inh, LEDGF integ inh, rCAG RNA binder, mABHD4 FP, TCR CD3 inh, MBD2 inh
COc1ccc(C[C@H]2CN3C(=NC[C@@H]3Cc3ccccc3)N2CCNC(=O)CCC2CCCCC2)cc1
 : 1, -0.1, 0, 1, -26, 2, 6, 29, -4, 3
O=C(COc1ccccc1Cl)Nc1cc(Cl)ccc1Oc1ccccc1
 : -1, -0.6, 2, 0, 0, -2, 0, -1, -4, 5
CCOC(=O)Cn1c(=O)c2c(nc3n2CCCN3CCc2ccccc2)n(C)c1=O
 : -5, -0.3, 2, -2, 2, 6, -5, -1, 0, -5
O=C(NCCN1CCOCC1)c1cn(-c2ccccc2)nc1-c1cccs1
 : -1, -1.9, -5, -2, 6, -2, 1, -2, -4, -3
C(/C=C/C=C/Nc1ccccc1)=Nc1ccccc1
 : -2, -0.8, 3, 0, 5, 0, 4, -7, -7, -6
C=CCN1C(=NC(=O)COc2ccccc2)SC2CS(=O)(=O)CC21 (stereo not given)
 : -1, -2.7, -5, -1, 5, 1, 1, -3, -10, 8
CN(C(=O)c1ccc2c(c1)OCCO2)c1c(N)n(Cc2ccccc2)c(=O)[nH]c1=O
 : 1, -0.4, 3, -1, -1, 2, 2, 2, -6, 1
CCc1c(C)c(C#N)c2nc3ccccc3n2c1NCC1CCCO1 (stereo not given)
 : -2, -0.9, -4, 0, -5, 0, 1, 2, 0, -1
CC[n+]1c(S(=O)(=O)[O-])ccc2ccc(C)cc21
 : 5, 1.9, -1, 2, 1, -1, 2, -14, -6, 5
Cc1ccccc1CNC(=O)Cc1cccs1
 : 0, -1.1, -2, 1, 3, -3, -2, 4, -1, 4
CS(=O)c1ccccc1COC(=O)Nc1cccc(Cl)c1 (stereo not given)
 : 2, -0.8, -2, 1, -8, -2, -3, -7, -6, 1
CC(=O)Nc1sc(NC(=O)c2ccc(Cl)cc2)nc1-c1cccs1
 : 0, -1.9, 5, 5, -11, -1, 0, 3, -2, 4
C[C@H](CO)N1C[C@H](C)[C@@H](CN(C)S(=O)(=O)c2cccs2)Oc2c(NC(=O)Nc3ccccc3)cccc2C1=O
 : 1, -0.9, 0, 4, -9, -2, 9, -3, -8, 2
Cc1ccc(C(=O)c2ccc(CC(=O)O)n2C)cc1
 : -3, 1.1, -6&-7, -2, -1, 0, 2, -1, -5, -1
CCOC(CNC(=O)Cc1c(C)nc2c(-c3ccccc3)c(C)nn2c1C)OCC
 : 0, 0.0, 3, 2, 9, 1, -7, 0, -6, 0
Cn1c(Cn2c(=O)sc3ccccc32)nnc1SCC(=O)NCCc1ccccc1
 : 0, -1.9, 7, -2, 5, 1, -5, -3, 9, -4
COc1ccc(N2CC(C(=O)N3CCN(c4ccccc4F)CC3)CC2=O)cc1 (stereo not given)
 : 3, 1.4, 5, -1, 2, -1, 2, -12, 5, 5
COc1ccc(NC(=O)C2CC(=O)OC2(C)C)cc1 (stereo not given)
 : 2, 1.5, -6, 0, 1, -1, -1, -3, 0, -5
Cc1ccccc1CSCC(=O)c1c(N)n(C)c(=O)n(C)c1=O
 : -3, -1.1, -2, -2, 2, 0, -3, 2, 3, -4
CCC1=C(OC(=O)N(CC)CC)N2C(=O)OC(=NCC(=O)OC)[C@]2(Cc2ccccc2)[C@H]2C1=CC[C@H]1C(=O)N(C)C(=O)[C@H]12
 : -4, 0.0, 1, -3, 4, -4, -10, 4, -1, 0
Cc1cccc(NC(=O)CN2C(=O)C(C)Oc3ccccc32)n1 (stereo not given)
 : -2, -2.1, 4, 0, -3, 3, -5, -1, -6, 1
CCOC(=O)C(C)Sc1nnc(CNC(=O)c2ccc(OC)cc2)n1C1CCCCC1 (stereo not given)
 : -1, -0.2, 2, -1, -3, -1, -3, 0, -2, 3
Cn1cnnc1SCC(=O)N1CCN(C(=O)c2ccco2)CC1
 : 3, -0.2, 1, 1, 2, -6, -3, 0, 4, 3
CC(C)NC(=O)CN1CCN(c2ncccn2)CC1
 : -5, 0.3, -3, -2, -1, 0, 0, 3, 3, -2
Cc1ccc(Nc2ccc(C(N)=O)cc2[N+](=O)[O-])cc1C
 : 2, -0.2, 2, -10, 3, 0, 2, 7, -6, -7
O=[N+]([O-])c1ccc(-c2cnc(SCc3ccccc3Cl)[nH]2)cc1
 : 2, 0.4, 4, 2, -20, 7, 7, -13, -1, 3
Cc1nc(Cl)sc1C(=O)Nc1cc(F)cc(F)c1
 : 2, 0.7, -3, -6, -4, -1, 3, 12, 4, -5
CCCC(=O)Nc1nnc(CCOC)s1
 : -1, 0.9, -2, 1, -1, 3, 5, -3, 1, -4
NC(=O)c1c(NC(=O)CSc2nnc(-c3ccco3)n2N)sc2c1CCCC2
 : 3, 1.1, 1, -3, -3, -3, 20, 17, 11, -6
CCC(=O)N(C)C[C@H]1Oc2cc(Br)ccc2S(=O)(=O)N([C@@H](C)CO)C[C@H]1C
 : 3, -1.3, -4, 1, 6, 3, 3, -3, 2, -8
CCCC(=O)NC1C2CC3CC(C2)CC1C3 (stereo not given)
 : -1, 0.7, -1, 2, 6, 0, 0, 9, -12, 0
CC(=NNC(=O)c1ccncc1)c1cc(Cl)ccc1Cl
 : -1, 0.0, 0, -1, 2, 2, 1, -4, 6, 1
O=C(Nc1ccc(C(=O)N2CCOCC2)cc1)c1cc(-c2cccnc2)nc2ccc(Cl)cc12
 : -2, -0.4, 5, -3, -7, 1, 2, 4, 4, -3
CCc1nnc(NC(=O)c2ccc3c(c2)C(=O)N(CC)C3=O)s1
 : -2, 2.3, 0, 1, 3, -2, 0, 2, 0, 4
Cc1c(C(C)(C)C)sc(=NC(=O)c2ccccc2O)n1C
 : -1, -0.9, 21*, -1, -2, -1, 1, -5, 4, 4
O=C(NCCCn1ccnc1)c1ccc(N2CCCCC2)c([N+](=O)[O-])c1
 : 6, 0.8, 1, -2, 10, -3, -4, 7, -4, -4
O=C(C/C(=N\NC(=O)c1ccccc1Br)C(F)(F)F)c1cccs1
 : 1, -2.0, -2, -1, 4, -4, 21, -8, -6, -2
C[C@H]1[C@@H](NCc2cccs2)CC[C@@]23CCCN2C(=O)CCC[C@@H]13
 : 0, ., -2, -3, ., 8, ., 0, ., 3
O=C1N(Cc2cccc(Cl)c2)C[C@@H]2C[C@@H](c3c[nH]c4ccccc34)N3CCC[C@@]123
 : -2, -0.7, 0, -2, -80, 0, -8, -80, -51, -2
CN1OC[C@@H]2CN3C(=O)N(c4ccccc4)c4ccccc4[C@@H]3C[C@@H]21
 : 1, -0.4, 3, -3, ., -1, 4, 5, -1, -3
COc1cc(NC(=O)Cn2nc(C(F)(F)F)c(Br)c2C)cc([N+](=O)[O-])c1
 : 2, -1.4, 0, 2, -24, -1, 6, -12, -1, 2
Cc1ccc(S(=O)(=O)N2C[C@@H]3[C@H]4CC[C@H](C4)[C@@H]3[C@@H](C)[C@H]2c2ccco2)cc1
 : -3, 1.1, 3, -1, -23, 2, 8, -10, -3, -5
CCOC(=O)c1cn2nc(Oc3cccc(C(F)(F)F)c3)ccc2n1
 : -1, -2.2, -8, 3, -7, 4, -8, -2, 1, 2
CC(C)c1cc(C(=O)N2CCCC(Nc3ccc(F)cc3)C2)n[nH]1 (stereo not given)
 : 1, 2.8, 2, -3, 3, -5, -5, 13, -1, -5
Cc1cccc(C(O)c2ncc(-c3ccccc3Cl)[nH]2)c1C (stereo not given)
 : 5, -2.6, 2, 3, ., -2, 4, -14, -3, 8
COc1ccc2c(c1)C(=O)C1NC(=O)NC(=O)C1(Br)N2 (stereo not given)
 : 0, -1.5, -3, 0, -3, -4, 3, 3, 6, -2
CCCC(=O)N(Cc1cccnc1)c1nc2c(OC)ccc(Cl)c2s1
 : -5, -0.5, 7, 2, -1, 0, 3, -9, 10, -7
Cc1ccc(NC(=S)NNC(C)(C)C)cc1
 : -3, -0.1, 1, 2, -4, 1, -2, -4, 2, 1
O=C(Oc1c(Cl)cc(Cl)c2cccnc12)c1ccco1
 : -6, -0.8, 1, -9, 59*, 3, 3, 16, 3, -8
Cc1c(NC(=O)CCN2C(=O)c3ccccc3C2=O)c(=O)n(-c2ccccc2)n1C
 : -3, -0.8, -1, 4, 1, 6, -1, -2, -3, 4
COCCNCC(=O)Nc1nc(C)cs1
 : 6, -0.3, -4, 3, 3, -3, 3, 11, -1, 0
Cc1ccc(C(=O)NCC(=O)OCC(=O)N(CC(C)C)c2c(N)n(Cc3ccccc3)c(=O)[nH]c2=O)cc1
 : -3, -1.5, -4, 1, 0, 2, 0, 3, 5, -2
COc1c(Cl)cc(C(=O)Nc2cccnc2)cc1Cl
 : 0, 0.9, -9, 3, -5, 7, 2, -7, -4, 6
CCOC(=O)c1sc2nc(C)nc(SCC(N)=O)c2c1C
 : -2, -0.9, 5, -1, 2, 1, 0, 1, 2, 3
CC1CC(C)CN(CCCNC(=O)CN2C(=O)CSc3ccc(S(=O)(=O)N4CCCCC4)cc32)C1 (stereo not given)
 : -4, -0.3, 2, 1, 3, 4, 0, -7, -5, -5
CCN(CC)C(CNC(=O)CSc1nnnn1-c1c(C)cccc1C)c1ccco1 (stereo not given)
 : 10, -0.2, 4, 0, 0, 6, -6, -3, -2, -2
COc1ccc(-c2cc3nc(C)c(CCC(=O)N4CCN(c5ccccn5)CC4)c(C)n3n2)c(OC)c1
 : -1, -0.8, -2, 0, -3, 0, 1, 3, -10, 1
O=C(Nc1ccc2oc(-c3ccc(Cl)c(Cl)c3)nc2c1)c1ncn[nH]1
 : -1, -0.5, -6, -3, -4, 0, 3, 4, -9, 3

Random excerpt: 2 records from the list.
Each structure is followed by: PRMT1 inh, PG9 binder, Rev-erbA mod, UHRF1 MBD2 ctr, HTRA1 inh, LEDGF integ inh, rCAG RNA binder, mABHD4 FP, TCR CD3 inh, MBD2 inh
Cc1cccc(C(O)c2ncc(-c3ccccc3Cl)[nH]2)c1C (stereo not given)
 : 5, -2.6, 2, 3, ., -2, 4, -14, -3, 8
CC(=NNC(=O)c1ccncc1)c1cc(Cl)ccc1Cl
 : -1, 0.0, 0, -1, 2, 2, 1, -4, 6, 1

Only part of the results is shown, so the mix of outcomes need not match the whole.
